Screening data deposited in PubChem BioAssay by several laboratories.
ABCG2 block – human ABCG2 inhibition, ABCB1 as counter-screen | Q9UNQ0 | IgMXP3 cells, JC-1 efflux, flow cytometry | inhibition, % at 6.6 µM | 190,000 compounds, 0.1% hits;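 active means inhibition above 80%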;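 further: 0% = DMSO and 100% = nicardipine control wells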
Target sequence (Q9UNQ0 whole entry, looked up): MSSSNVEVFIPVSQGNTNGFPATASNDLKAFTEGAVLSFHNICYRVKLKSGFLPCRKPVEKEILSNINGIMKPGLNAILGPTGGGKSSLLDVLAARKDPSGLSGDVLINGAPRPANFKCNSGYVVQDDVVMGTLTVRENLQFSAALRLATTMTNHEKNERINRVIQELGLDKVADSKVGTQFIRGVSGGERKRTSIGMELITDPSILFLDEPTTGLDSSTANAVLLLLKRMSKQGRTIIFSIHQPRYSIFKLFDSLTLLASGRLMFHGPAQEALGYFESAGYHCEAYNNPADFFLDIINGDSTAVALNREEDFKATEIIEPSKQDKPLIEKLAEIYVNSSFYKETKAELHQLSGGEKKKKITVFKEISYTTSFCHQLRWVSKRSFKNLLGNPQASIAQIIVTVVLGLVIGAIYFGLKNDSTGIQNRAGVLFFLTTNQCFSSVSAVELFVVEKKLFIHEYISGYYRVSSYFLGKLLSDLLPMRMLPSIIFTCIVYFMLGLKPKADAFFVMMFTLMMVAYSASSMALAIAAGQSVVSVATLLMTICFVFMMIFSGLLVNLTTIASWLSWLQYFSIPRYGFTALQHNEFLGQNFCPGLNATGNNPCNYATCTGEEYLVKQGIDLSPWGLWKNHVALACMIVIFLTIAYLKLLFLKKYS
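Measure – % inhibition of efflux relative to nicardipine and DMSO · Test system – ABCG2 IgMXP3 and barcoded ABCB1 CCRF-Adr cell mix · Control set – nicardipine as high control, DMSO as low control · Compound – one concentration, 6.6 µM final · Signal – flow cytometry of retained JC-1 fluorescence · Timing – 10 min exposure at 25 °C with rotation, no wash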
ABCB1 block – human ABCB1 inhibition, ABCG2 as counter-screen. P08183. CCRF-Adr cells, JC-1 efflux, flow cytometry. inhibition, % at 6.6 µM. 190,000 compounds, 0.067% hits. AID 1326; in the data active means inhibition above about 40%;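 further: 0% = vehicle and 100% = reference inhibitor; higher value means more JC-1 retained so stronger ABCB1 efflux block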
Mcl1 Noxa PPI – Mcl-1/Noxa interaction inhibition; Q07820; TR-FRET Mcl-1/Noxa peptide binding, 2 h; AID 1022; 220,000 compounds, 1.5% hits; inhibition, % at 21.7 µM;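 active means compounds that cut the protein-peptide binding signal by more than 50% relative to plate controls in a single-dose test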;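 further: His-tagged Mcl-1 with rhodamine Noxa BH3 peptide and terbium anti-His antibody; 0% = Mcl-1 plus Noxa peptide wells and 100% = peptide-only wells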
Target sequence (Q07820 whole entry, looked up): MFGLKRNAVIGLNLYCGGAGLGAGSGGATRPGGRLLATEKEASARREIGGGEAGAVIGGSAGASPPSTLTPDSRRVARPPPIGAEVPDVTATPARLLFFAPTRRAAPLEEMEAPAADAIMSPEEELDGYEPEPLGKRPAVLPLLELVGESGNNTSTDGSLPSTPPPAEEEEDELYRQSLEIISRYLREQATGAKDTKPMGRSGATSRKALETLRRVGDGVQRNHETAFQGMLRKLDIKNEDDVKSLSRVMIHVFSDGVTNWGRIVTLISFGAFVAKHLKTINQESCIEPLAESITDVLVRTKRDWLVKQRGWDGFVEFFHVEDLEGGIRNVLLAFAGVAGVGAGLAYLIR
Mcl1 Bid PPI – disrupts binding of human Mcl-1 to Bid peptide; 220,000 compounds, 0.97% hits; TR-FRET Mcl-1/Bid-Dy647 peptide binding, 1536-well; inhibition, % at 21.7 µM; Q07820; AID 1021;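 active means compounds that cut the binding signal by more than half at the single screening dose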;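 further: His-tagged Mcl-1 with europium anti-His antibody binding Bid BH3 peptide; 0% = Mcl-1 plus peptide wells and 100% = peptide-only wells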
Bim-Mcl-1 – inhibitors of Bim-Mcl-1 interaction, human; Q07820; Bead-based flow cytometry, Bim peptide-Mcl-1 binding; inhibition, % at 10 µM; 190,000 compounds, 0.1% hits; in the data active means inhibition above about 40%;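 further: 0% = no compound tracer wells and 100% = peptide blocker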
RGS4-Gao reg – modulates binding of RGS4 to human Galphao | 220,000 compounds, 0.33% hits | Multiplexed bead flow cytometry; actives lie on both sides | binding response (% of control), % at 10 µM | AID 1415; in the data active means binding response below about 49% or above about 150%; inactive means in between;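 further: fluorescent Galphao activated with aluminum fluoride binding bead-coupled RGS4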
GSH fluor – compound fluoresces at 488/530 nm on GSH beads. GSH beads flow cytometry, compound fluorescence 488/530 nm; active compounds read high. fluorescence (KMESF) at 10 µM. 190,000 compounds, 0.25% hits. AID 1776; in the data active means fluorescence above about 89;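 further: glutathione beads carrying GST-tagged Bcl family fusion proteins plus one bare bead set; values are compound well signal with DMSO vehicle wells as background; inactives centre near 16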
RGS7-Gao – modulates binding of RGS7 to human Galphao; P09471; Multiplexed bead flow cytometry; actives lie on both sides; binding response (% of control), % at 10 µM; 220,000 compounds, 0.35% hits; in the data active means binding response below about 49% or above about 150%; inconclusive means no clear call, values can overlap the other calls; inactive means in between;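 further: fluorescent Galphao held in activated GDP-AlF4 state binding bead-coupled RGS7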
Avidin bead fluor – compound fluoresces at 488/530 nm on avidin beads; 220,000 compounds, 0.38% hits; compound fluorescence 488/530 nm, flow cytometry; active compounds read high; fluorescence (KMESF) at 10 µM; in the data active means fluorescence above about 47; further: inactives centre near 10
Pf gametocyte – kills late stage P. falciparum gametocytes; AID 743093; inhibition, % at 10.9 µM; P. falciparum stage V gametocytes, ATP luminescence, 24 h; 150,000 compounds, 0.065% hits;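 active means inhibition above the mean plus 3 SD of compounds within the control limits, set per campaign, cut at about 38% in these data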;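 further: 0% = DMSO wells and 100% = medium only without gametocytes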
RGS8-Gao reg – human RGS8-Galphao interaction regulation; P09471; multiplexed bead flow cytometry, RGS8-Galphao binding; actives lie on both sides; response (percent of control binding), % at 10 µM; 220,000 compounds, 0.34% hits; AID 1423; in the data active means response below about 60% or above about 140%; inactive means in between;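 further: Galphao activated as the GDP aluminium fluoride complex binding bead-coupled RGS8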
* = called active by the depositor; ? = inconclusive; . = not tested or not shown.

nr	SMILES	ABCG2 block	ABCB1 block	Mcl1 Noxa PPI	Mcl1 Bid PPI	Bim-Mcl-1	RGS4-Gao reg
1	COc1ccc(C(=O)Nc2ccc(C)cc2C(=O)c2ccccc2)cc1	5	0.4	-5	-8	0	101
2	CC(C)C(NS(=O)(=O)c1cccc2nsnc12)C(=O)N1CCn2c1nc1ccccc12 (stereo not given)	0	0.7	4	-16	-1	101
3	Cc1cccc(NCN2C(=O)C3C4C=CC(C4)C3C2=O)c1 (stereo not given)	1	0.1	3	-17	-2	106
4	C(=N\c1nccs1)/Nc1nccs1	0	0.0	-9	-19	-1	104
5	O=C(Nc1ccccc1)c1ccccc1CCc1ccccc1	28	1.4	17	2	-4	99
6	CNC(=S)Nc1ccc([N+](=O)[O-])cc1C	18	1.2	8	-37	-5	100
7	CCC(=O)NNc1ncnc2c1cnn2-c1ccccc1	6	1.4	-6	-14	-1	92
8	CCCc1nc2oc3ccccc3c(=O)c2c(=O)n1-c1ccccc1	.	.	-21	-34	.	98
9	CC(=O)Nc1cccc(Cl)c1C(=O)O	3	0.8	18	-4	1	99
10	CC1CCCCN1CC(=O)Nc1sc2c(c1C#N)CCC2 (stereo not given)	1	0.2	14	-119	-1	87
11	Cc1ccc(CC(=O)NCc2ccc(F)cc2)cc1	4	1.2	2	-30	0	97
12	CCOC(=O)C(C)Oc1nc(Oc2ccccc2)nc(N(C)C)n1 (stereo not given)	0	0.0	-9	-16	-3	101

nr	GSH fluor	RGS7-Gao	Avidin bead fluor	Pf gametocyte	RGS8-Gao reg
1	14	97	20	.	103
2	24	98	6	.	100
3	36	105	7	16	102
4	5	102	7	.	100
5	32	97	11	.	99
6	16	?	10	1	101
7	15	97	11	6	98
8	.	?	3	-10	97
9	20	101	35	-3	100
10	15	95	15	10	103
11	15	100	10	11	100
12	5	101	7	.	99

(list continues)
nr	SMILES	ABCG2 block	ABCB1 block	Mcl1 Noxa PPI	Mcl1 Bid PPI	Bim-Mcl-1	RGS4-Gao reg
13	O=C(OCc1ccccc1)c1ccc(Br)o1	1	-0.2	4	-14	0	93
14	CCCCCOC(=O)c1ccc(NC(=O)c2ccco2)cc1	41	0.1	-11	0	0	100
15	Cc1cccc(Oc2nc(-c3cccc([N+](=O)[O-])c3)nc3ccccc23)c1C	22	0.6	4	0	-3	99
16	COC(=O)CNC(=O)COC(=O)Cc1ccc(Cl)cc1	0	0.6	2	-11	-1	96
17	O=C(CCSc1ccccc1)N1CCOCC1	1	0.2	4	-5	0	100
18	CCOC(=O)c1c(NC(=O)CSc2cccc[n+]2[O-])sc(C(=O)Nc2ccccc2)c1C	1	0.0	13	-26	3	103
19	O=C1CCC(C(=O)Nc2nnc(C3CC3)s2)=NN1	3	-0.8	13	-41	-1	110
20	O=C(Cc1cc(=O)[nH]c(=O)[nH]1)NCCN1CCOCC1	-3	-2.3	19	5	-5	110
21	COC(=O)Cc1[nH]nc2c1C(c1cccc(OC)c1OC)C(C#N)=C(N)O2 (stereo not given)	2	-0.6	0	-91	-142	90
22	CCN1CCN(C(c2ccccc2F)c2nnnn2Cc2ccc3c(c2)OCO3)CC1 (stereo not given)	1	0.4	9	-1	0	99
23	N=c1n(CCO)c2ccccc2n1CCOc1ccccc1	3	0.3	-3	-14	-2	100
24	Cn1c(SCC(=O)Nc2nccs2)nnc1-c1ccco1	16	2.0	17	-1	0	98

nr	GSH fluor	RGS7-Gao	Avidin bead fluor	Pf gametocyte	RGS8-Gao reg
13	23	95	10	.	97
14	31	98	13	.	102
15	32	99	13	11	103
16	15	?	15	-9	96
17	16	103	7	2	103
18	20	101	24	8	104
19	14	117	15	1	105
20	25	122	15	.	125
21	48	94	7	.	94
22	21	96	13	7	100
23	10	101	12	-17	101
24	27	95	5	5	101

Other results
nr	SMILES	ABCG2 block	ABCB1 block	Mcl1 Noxa PPI	Mcl1 Bid PPI	Bim-Mcl-1	RGS4-Gao reg
25	Cc1cccn2c(=O)c(/C=C(\C#N)S(=O)(=O)c3ccccc3)c(Oc3ccc(Cl)cc3)nc12	-4	-0.7	3	-21	-1	95
26	CC1(C)CC(n2c(=S)[nH]c3ccccc3c2=O)CCO1 (stereo not given)	5	0.5	5	-25	-4	99
27	CCOC(=O)CSc1nnc(-c2cccc(Cl)c2)n1CC	5	0.9	-9	-27	45*	100
28	COc1cc(/C=C(\C#N)C(=O)NCC2CCCO2)ccc1OCCC(C)C (stereo not given)	.	.	-14	0	.	79
29	CC1(C)CC(=O)C2=C(C1)OC(/N=C/N1CCOCC1)=C(C#N)C2c1ccccc1 (stereo not given)	4	0.8	0	-28	0	89
30	CC(=O)Oc1ccccc1C(=O)Nc1ncc([N+](=O)[O-])s1	.	.	18	4	0	95
31	Cc1nc(SCc2ccc(Cl)cc2)ncc1C(=O)O	11	1.3	5	-19	-3	101
32	COc1cc([N+](=O)[O-])ccc1N	-1	-0.1	16	-10	-5	101
33	C=CCOC(=O)C1CC=CCC1C(=O)Oc1ccc(F)cc1F (stereo not given)	0	0.0	-17	-20	0	101
34	COCc1cc(C)nc(OCC(=O)N/N=C\c2cc(C)n(-c3cccc(C(F)(F)F)c3)c2C)c1C#N	2	0.4	12	-10	-4	96
35	COC(=O)c1ccccc1NC(=O)Oc1ccc(F)cc1	2	0.5	-8	3	1	101
36	Cc1ccc(NC(=O)NC(=O)COc2ccc(Cl)cc2Cl)c(C)c1	2	0.6	6	-10	-7	99

nr	GSH fluor	RGS7-Gao	Avidin bead fluor	Pf gametocyte	RGS8-Gao reg
25	15	94	14	10	98
26	17	103	11	-29	102
27	10	106	11	.	103
28	.	?	8	-16	99
29	42	87	6	.	89
30	65	95	9	.	99
31	14	103	10	2	101
32	18	102	7	11	101
33	64	103	7	.	101
34	13	92	8	.	95
35	24	102	9	-31	103
36	11	100	22	-7	98

Additional compounds follow.
nr	SMILES	ABCG2 block	ABCB1 block	Mcl1 Noxa PPI	Mcl1 Bid PPI	Bim-Mcl-1	RGS4-Gao reg
37	Cc1ccc2c(c1)C1(C(=O)N2C)N2CC3(C)CN1CC(C)(C2)C3=O (stereo not given)	1	0.8	3	17	-2	95
38	CC(=O)NNc1cc(N2CCOCC2)nc(N2CCOCC2)n1	-2	-0.6	13	-12	-1	104
39	Clc1cccc(/C=N/Nc2nc(Cl)nc3ccccc23)c1	6	0.7	87*	-32	0	97
40	COc1ccc(C(=S)N2CCCC2)cc1OC	3	0.8	14	-74	-2	101
41	Cn1c2ccccc2c2nn(-c3ccccc3)c(=O)cc21	1	0.2	10	3	1	100
42	FC(F)(F)c1ccc(-n2ccnc2)nc1	2	0.6	28	-2	-5	82
43	CC12CN3CC(C)(CN(C1)C3c1ccccc1F)C2 (stereo not given)	.	.	-5	-16	.	99
44	Cc1cc(C)nc(NS(=O)(=O)c2ccc(N3C(=O)C4C5C=CC(C5)C4C3=O)cc2)n1 (stereo not given)	0	0.1	8	8	-4	101
45	CC(C)Sc1nc2ccccc2[nH]1	1	0.0	-6	-18	-2	99
46	CCOc1ccc(S(=O)(=O)n2cc(-c3ccccc3)c(N)n2)cc1	2	0.5	14	-17	0	101
47	COC(=O)c1c(-c2ccccc2Cl)noc1-c1cnc(N)nc1C(F)(F)F	.	.	1	-60	.	103
48	Cc1ccc(NC(=S)Nc2ccc(Br)cc2)cc1	2	-0.1	7	-62	-4	101

nr	GSH fluor	RGS7-Gao	Avidin bead fluor	Pf gametocyte	RGS8-Gao reg
37	9	100	10	.	98
38	16	?	9	.	101
39	25	99	9	-34	98
40	9	100	14	.	100
41	28	98	35	.	99
42	265*	86	5	16	78
43	.	?	6	-13	99
44	10	100	3	7	98
45	15	104	8	.	98
46	16	97	9	.	100
47	.	?	11	-6	103
48	26	102	10	.	102

Gathered by group: the compounds so far containing bromine (2)
nr	SMILES	ABCG2 block	ABCB1 block	Mcl1 Noxa PPI	Mcl1 Bid PPI	Bim-Mcl-1	RGS4-Gao reg
13	O=C(OCc1ccccc1)c1ccc(Br)o1	1	-0.2	4	-14	0	93
48	Cc1ccc(NC(=S)Nc2ccc(Br)cc2)cc1	2	-0.1	7	-62	-4	101

nr	GSH fluor	RGS7-Gao	Avidin bead fluor	Pf gametocyte	RGS8-Gao reg
13	23	95	10	.	97
48	26	102	10	.	102

Record cards, from the list above. Screens in order: ABCG2 block	ABCB1 block	Mcl1 Noxa PPI	Mcl1 Bid PPI	Bim-Mcl-1	RGS4-Gao reg	GSH fluor	RGS7-Gao	Avidin bead fluor	Pf gametocyte	RGS8-Gao reg
Entry for CC12CN3CC(C)(CN(C1)C3c1ccccc1F)C2 (stereo not given) : .	.	-5	-16	.	99	.	?	6	-13	99
Entry for CC(=O)NNc1cc(N2CCOCC2)nc(N2CCOCC2)n1 : -2	-0.6	13	-12	-1	104	16	?	9	.	101
Entry for CCOc1ccc(S(=O)(=O)n2cc(-c3ccccc3)c(N)n2)cc1 : 2	0.5	14	-17	0	101	16	97	9	.	100
Entry for COc1ccc(C(=S)N2CCCC2)cc1OC : 3	0.8	14	-74	-2	101	9	100	14	.	100

The list goes on.
nr	SMILES	ABCG2 block	ABCB1 block	Mcl1 Noxa PPI	Mcl1 Bid PPI	Bim-Mcl-1	RGS4-Gao reg
49	O=C(CSc1nnc(-c2ccccc2)n1CC1CCCO1)N1CCCC1 (stereo not given)	0	-0.3	2	-17	-4	100
50	CCOC(=O)c1cc(C#N)c(SCC(=O)O)[nH]c1=O	1	0.0	-8	46	-1	99
51	Nc1nc(OCC(F)(F)F)cc(Oc2ccccc2F)n1	1	-0.4	2	-25	-5	107
52	CC(=O)Nc1ccc(-n2nnnc2SCC(=O)Nc2cccc(NC(=O)c3ccco3)c2)cc1	.	.	-241	-118	.	97
53	N#C/C(=C\c1ccc(Cl)cc1Cl)c1n[nH]c(Cn2cncn2)n1	36	0.2	6	23	0	102
54	OCC1(Cc2ccccc2)CCCN(C2CCCC2)C1 (stereo not given)	0	0.1	-2	-39	-1	106
55	Sc1oc(-c2ccccc2)cc1C=Nc1ccccc1	-11	-1.4	19	-20	-8	92
56	CC(C)C(CC(=O)NCc1ccco1)c1ccco1 (stereo not given)	0	0.2	29	-13	-1	111
57	CCOC(=O)CSc1nnc(CNc2cccc(Cl)c2)n1C	7	0.9	0	-21	-3	98
58	COCCNc1nc(-c2cc3ccccc3o2)cs1	3	0.2	13	-11	-5	96
59	CCN(CC)CCNS(=O)(=O)c1ccc2[nH]cc(C(=O)O)c(=O)c2c1	3	0.8	-5	-7	2	95

nr	GSH fluor	RGS7-Gao	Avidin bead fluor	Pf gametocyte	RGS8-Gao reg
49	10	100	9	-15	101
50	12	99	11	.	100
51	42	108	16	5	102
52	.	?	8	-10	99
53	22	100	12	.	97
54	17	103	11	11	104
55	34	94	11	-15	95
56	50	111	10	.	106
57	12	99	21	.	102
58	18	98	12	0	97
59	31	97	11	-16	105
